# PDI turbidity – inhibitors of human PDI, primary screen, biochemical, turbidity, single point, plate reader; Protein disulfide-isomerase (Homo sapiens), P07237; PDI insulin aggregation turbidity, A650, 90 min; inhibition, % at 10 µM; hit rate 0.052% among 350,000;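 active means mean inhibition across replicates of 30% or more, whatever share of single replicates reach that level; inconclusive means mean inhibition below 30% while every single replicate reaches 30%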;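 further: absorbance from insulin aggregation driven by PDI reduction with DTT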
# Target sequence (P07237 whole entry, looked up): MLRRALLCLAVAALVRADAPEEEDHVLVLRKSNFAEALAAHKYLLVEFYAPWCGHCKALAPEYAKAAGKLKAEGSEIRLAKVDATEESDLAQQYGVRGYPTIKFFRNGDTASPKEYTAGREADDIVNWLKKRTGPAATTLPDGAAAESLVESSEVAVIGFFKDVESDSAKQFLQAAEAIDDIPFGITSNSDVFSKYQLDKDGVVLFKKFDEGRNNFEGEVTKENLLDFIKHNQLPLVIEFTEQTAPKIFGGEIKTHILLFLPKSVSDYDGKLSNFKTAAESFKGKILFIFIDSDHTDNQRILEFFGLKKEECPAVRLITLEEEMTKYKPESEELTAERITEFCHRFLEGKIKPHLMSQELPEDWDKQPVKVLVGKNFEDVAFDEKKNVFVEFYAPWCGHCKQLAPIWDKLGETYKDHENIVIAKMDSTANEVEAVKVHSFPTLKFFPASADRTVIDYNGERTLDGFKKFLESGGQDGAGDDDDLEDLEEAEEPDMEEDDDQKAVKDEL
# CaV13 ICDI inh – Disruptors of the CACNA1D IQ motif to Ca2+-dependent inactivation inhibitor domain association, primary screening, Förster resonance energy transfer in intact living … | HEK cells, CFP/YFP FRET ICDI-IQ, plate reader, 10 min; percent FRET-ratio fall versus neutral wells | inhibition, % at 12.3 µM | hit rate 0.098% among 340,000 | AID 743397;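 active means mean replicate inhibition of at least 30% and at least 1% of replicates passing that level; inconclusive means only one of the two criteria is met; inactive means neither criterion is met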;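 further: 0% = median of the neutral control wells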
# ABCB6 inh MLPCN – ABCB6 transporter inhibitors, primary screen, K562-ABCB6 cells, flow cytometry, MLPCN library. K562-ABCB6 porphyrin accumulation, 1 h; stronger effect = lower value. fluorescence ratio to DMSO, % at 10 µM. AID 602162, 2011. hit rate 0.19% among 360,000;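 active means fluorescence ratio to DMSO below 75%, the collection mean minus 3 SD; inconclusive means too few cells collected in the well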;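 further: signal is porphyrin accumulated inside mitochondria; 100% equals median channel fluorescence of DMSO control wells; lower ratio means ABCB6 inhibition with less porphyrin fluorescence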
# HTR2A ag – mouse Htr2a agonists via beta-arrestin recruitment, primary screen, cell-based, luminescence; hit rate 0.66% among 360,000; AID 624169, 2012; CHO-K1 mHTR2A beta-arrestin complementation; percent of 30 µM serotonin response; 5-hydroxytryptamine receptor 2A (Mus musculus), P35363; activation, % at 7.6 µM;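 active means activation above a run cutoff, the mean activation of all tested compounds plus 3 SD, cut at about 14% in these data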;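 further: 0% = plate median of compound wells and 100% = 30 µM serotonin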
# N-glyco inh – increase of ERlucT glycosylation luciferase signal, primary screen, N-linked glycosylation inhibitor project, D54 ERlucT cells, luminescence, set 2 | D54 ERlucT glycosylation luciferase reporter, 24 h; percent of 100 nM tunicamycin response | reporter increase, % at 12.5 µM | hit rate 0.23% among 360,000 | AID 588692, 2011;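 active means mean luciferase reporter signal, scaled so untreated is 0 and the glycosylation-blocking control 100, at or above a set limit in every replicate; inconclusive means mean reaches the limit but not every replicate does; inactive means mean below the limit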;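 further: luciferase carries N-glycosylation sites so blocking glycosylation raises the light; 0% = median of neutral control wells and 100% = median of 100 nM tunicamycin wells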
# Exocytosis inh – LAMP-1 surface exposure blockers, TALL-104 cells – cell-based, flow cytometry, MLPCN library, primary screen; TALL-104 LAMP-1 surface exposure; cells stimulated with thapsigargin and PMA; inhibition, % at 10 µM; hit rate 0.66% among 360,000;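 active means inhibition above about 55%, limit read from the data; inconclusive means no clear call, values can overlap the other calls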
# ABHD5 PLIN5 PPI – ABHD5-PLIN5 interaction inhibitors, primary screen, cell lysate, split luciferase complementation, luminescence; Split G. princeps luciferase complementation, 4 h; inhibition, % at 4 µM; hit rate 0.78% among 360,000; AID 602281, 2012;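 active means inhibition above the mean inhibition across every tested compound plus 3 SD, cut at about 22% in these data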;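 further: 0% = DMSO only wells and the 100% control is not disclosed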
# H9c2 protect – cardioprotection against H2O2-induced cell death, primary screen, uHTS, H9c2 cells, ATPLite luminescence | H9c2 cardiomyocytes, H2O2 injury protection, 2 h | protection from H2O2 cell death, % at 20 µM | hit rate 0.63% among 360,000 | AID 588492, 2011;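 active means compounds giving at least 50% protection of heart cells from peroxide-induced death in the single-dose screen, raw or plate-pattern-corrected value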;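 further: 0% = DMSO wells with peroxide and 100% = DMSO wells without peroxide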
# MC4R ag barr – MC4R agonists recruiting beta-arrestin, primary screen, cell-based, luminescence, agonist arm of biased-ligand search; AID 540308, 2011; U2OS MC4R beta-arrestin complementation; percent of melanotan II response, DMSO zero; Melanocortin receptor 4 (Homo sapiens), P32245; activation, % at 8.9 µM; hit rate 0.98% among 360,000;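 active means activation above a per-plate cutoff, the mean activation of sample wells on that plate plus 3 SD, cut at about 8% in these data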
# Target sequence (P32245 whole entry, looked up): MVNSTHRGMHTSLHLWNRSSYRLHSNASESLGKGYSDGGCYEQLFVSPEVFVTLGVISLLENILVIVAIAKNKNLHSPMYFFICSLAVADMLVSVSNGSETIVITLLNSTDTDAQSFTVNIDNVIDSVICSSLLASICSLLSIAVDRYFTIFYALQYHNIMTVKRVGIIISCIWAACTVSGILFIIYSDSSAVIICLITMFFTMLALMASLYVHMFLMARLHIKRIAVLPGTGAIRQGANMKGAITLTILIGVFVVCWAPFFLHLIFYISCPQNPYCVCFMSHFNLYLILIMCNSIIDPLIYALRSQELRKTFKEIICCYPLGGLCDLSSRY
# MC4R antag cAMP – MC4R antagonists of cAMP signaling, primary screen, cell-based, TR-FRET, antagonist arm of biased-ligand search | hit rate 0.48% among 360,000 | inhibition, % at 6.5 µM | MC4R-expressing cells, MTII-stimulated cAMP, LANCE TR-FRET | Melanocortin receptor 4 (Homo sapiens), P32245;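 active means inhibition above its plate's cutoff, the mean of tested wells on that plate plus 3 SD, cut at about 29% in these data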;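 further: 0% = Melanotan II alone and 100% = Melanotan II plus saturating MCL0020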
#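 Assay system: U2OS cells stably expressing human melanocortin 4 receptor (MC4R) / Dosing: 6.5 µM / Timing: compound 30 min, challenge 1 h, detection 1 h / Measured by: Eu-cAMP/anti-cAMP TR-FRET, emission 671 nm / Replicates: singlicate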
# * hit, by the source's call; ? = inconclusive; / = not tested or not shown.
molecule	HTR2A ag	H9c2 protect	PDI turbidity	ABHD5 PLIN5 PPI	MC4R antag cAMP	CaV13 ICDI inh	N-glyco inh	MC4R ag barr	ABCB6 inh MLPCN	Exocytosis inh
O=C1CCC(=O)N1CC(=O)N1CCCc2ccccc21	3	-3	-41	5	3	-3	3	-0.3	95	3
Cc1ccc(-n2c(C)cc(C)c(C#N)c2=O)cc1Cl	-3	3	-3	4	4	-3	-1	-1.5	90	1
Cc1ccc2nc(SCC(=O)NCc3ccc(F)cc3)[nH]c2c1	-9	-11	4	7	13	-20	-2	3.6	96	-8
CCCN(CCC)CCCNC(=O)c1cn(C)c2ccc(S(=O)(=O)N(C)C3CCCCC3)cc2c1=O	-6	-1	2	-9	2	-2	-2	-2.8	106	16
Cc1cccc(C(=O)NC(CC(=O)O)c2ccc(OC3CCCC3)cc2)c1[N+](=O)[O-] (centres undefined)	7	-1	-3	-4	-1	-3	0	1.9	105	1
Cc1cc(-n2c(C)cc(C(=S)N3CCOCC3)c2C)ccc1Br	2	-3	-4	-5	-2	-3	0	-1.7	89	-6
CCOc1ccc(CNC(=O)CCc2cn(C)c3ccccc23)cc1	3	4	1	4	0	-4	1	-0.2	91	4
CC1=NN(C(=O)c2ccc(Cl)cc2)C(O)(c2ccccc2)C1 (centres undefined)	-7	13	2	4	15	-21	-1	-1.1	99	22
COc1ccc(CNC(=O)Cc2cccs2)cc1OC	5	-3	-7	0	20	-20	3	0.2	94	-4
COc1ccc(O)c(C=NCC(C)N=Cc2cc(OC)ccc2O)c1 (centres undefined)	4	34	7	5	-1	2	0	2.6	97	-1
CCN(C(=O)CSc1nnc2c3ccccc3n(CC)c2n1)C1CCS(=O)(=O)C1 (centres undefined)	2	2	-4	1	4	-6	-2	-2.5	95	-10
C=CCn1c(SCc2c(C(=O)OC)sc(N)c2C(=O)OC)nnc1-c1ccc(Cl)cc1	-5	-14	7	1	12	/	-2	0.8	98	2
COc1ccc(C(c2nnnn2Cc2cccs2)N2CCC(C(N)=O)CC2)c(OC)c1 (centres undefined)	-4	7	0	-2	7	-2	-1	-1.8	88	0
COC(=O)c1ccc(/C=N/NC(=O)CC(=O)NCC(C)C)cc1	-2	-8	2	-1	9	/	1	-1.2	97	6
COc1ccc(OC)c2[nH]c(=O)c(CCNC(=O)c3ccc4c(c3)OCO4)cc12	3	9	-11	2	-2	-5	0	-4.0	98	-3
O=C(NC1(C(F)(F)F)NC(=O)N(c2ccccc2F)C1=O)c1ccncc1 (centres undefined)	7	1	1	-6	10	-3	2	-2.2	94	-8
O=C(C1=C(O)C(=O)N(CC2CCCO2)C1c1cccc(Cl)c1)c1ccco1 (centres undefined)	-3	1	3	-5	11	-2	1	2.7	102	8
O=C1C=CC(c2c[nH]c3ccccc23)CC1 (centres undefined)	-2	/	/	23*	/	-7	/	/	97	-8
O=C(Cc1c(Cl)cccc1Cl)Nc1cccc(S(=O)(=O)N2CCOCC2)c1	-3	7	-2	-5	13	-1	-6	-1.7	92	3
O=C(NCc1ccc(F)cc1)N[C@@H](Cc1ccccc1)C(=O)O	-2	0	4	3	4	-3	0	0.9	93	-1
CCOc1ccc2nc(NC(=O)C3CCN(C(=O)c4ccco4)CC3)sc2c1	0	-1	-8	-1	15	-7	1	0.7	97	-13
Cc1nc(SC(C)C(=O)Nc2cccc(C(F)(F)F)c2)c2c(C)c(C(=O)O)sc2n1 (centres undefined)	3	-9	3	-2	6	-4	3	-0.6	102	4
O=C(NN1C(=O)c2ccccc2NC1c1ccccn1)c1ccc([N+](=O)[O-])cc1 (centres undefined)	3	7	-2	1	4	-3	2	1.2	97	0
CCCc1cc(Nc2ccc(C)cc2)n2ncnc2n1	-6	-3	13	19	-1	-20	3	0.1	98	4
C[C@@H]1CN([C@H](C)CO)C(=O)c2cc(NS(=O)(=O)c3cccs3)ccc2O[C@H]1CN(C)Cc1ccccc1	-2	-2	6	8	-2	-5	4	0.4	104	-1
Cc1ccccc1CC(=O)Nc1cccnc1	8	6	16	-2	-2	-3	-1	-1.4	102	6
CCO/N=C(/c1nonc1N)N1CCN(c2ccc([N+](=O)[O-])cc2)CC1	-4	0	-7	0	-2	-4	-2	0.4	97	-1
O=C1/C(=C/c2ccc(F)cc2)CCC1C1CCCC1 (centres undefined)	-6	-16	-20	-7	9	-5	-1	-0.1	103	0
CCc1nc2ccc(C(=O)Nc3ccc(OC)c(OC)c3)cn2c1N(C)Cc1cccs1	-8	7	13	1	5	-4	-2	-2.4	97	8
O=C(c1ccc(S(=O)(=O)N2CCOCC2)cc1)N1CCN(S(=O)(=O)c2ccc(Cl)s2)CC1	0	-3	0	3	7	-6	-2	2.3	100	3
Cc1cccc(NC(=O)CN2CCN(CC(=O)Nc3cccc(C)c3)CC2)c1	-1	-4	-1	5	6	-5	2	-1.1	101	-2
CCN(CC)S(=O)(=O)c1cccc(-c2nnc(SCC(N)=O)n2CCc2ccccc2)c1	7	3	13	4	16	-4	2	0.6	96	-3
CN(C)CCCCOc1ccc(Br)cc1Cl	0	6	2	7	-1	-7	1	-0.2	99	0
Cc1ccc(N(C(=O)c2csnn2)C(C(=O)NC2CCCC2)c2cccnc2)cc1 (centres undefined)	-4	-1	-8	-5	0	-2	5	-1.9	100	-8
O=C(O)Cc1ccc(N=Nc2c(O)c(C(=O)O)cc3ccccc23)cc1	7	-7	1	0	-4	-4	1	0.6	98	?
O=C(Nc1nnc(C23CC4CC(CC(C4)C2)C3)s1)c1ccc(N2C(=O)CCC2=O)cc1	6	-8	/	2	7	-9	0	0.0	96	-9
O=S(=O)(NCc1c(Cl)cccc1Oc1ccccc1)c1ccccc1	-5	-20	-3	-7	18	-5	-5	1.0	101	6
Cc1cc(C)c(NS(=O)(=O)c2ccc3c(c2)oc(=O)n3C)c(C)c1	3	-3	-7	7	1	-13	-3	1.1	81	-8
Cc1cccc(N2CCN(C(=O)C(C)n3nc(C)n4c(cc5occc54)c3=O)CC2)c1C (centres undefined)	-4	0	8	2	-2	-5	3	-1.7	98	3
CCN(C(=O)COC(=O)Cc1c(F)cccc1Cl)c1c(N)n(Cc2ccccc2)c(=O)[nH]c1=O	6	1	-9	5	5	-15	0	3.0	112	-5
CC(C)c1cc(NCCCN2CCOCC2)n2c(nc3ccccc32)c1C#N	-3	8	3	0	2	-5	-1	-2.1	99	2
Cc1ccc(-c2cc(C#N)c(=O)n(Cc3c(Cl)cccc3Cl)c2)cc1	-2	-9	2	-3	1	-9	-1	0.4	87	0
CC(C)(C)C(=O)Nc1ccccc1N1CCN(c2ccc(F)cc2)CC1	7	6	5	13	1	-4	-2	2.7	98	?
CC1CCCC(NC(=O)CN2C(=O)NC(C)(c3ccccc3)C2=O)C1C (centres undefined)	4	-2	7	-1	-4	-7	-2	-0.5	92	2
CC1=NNC(=O)C1CCC(=O)N/N=C\c1cccc(Cl)c1 (centres undefined)	0	4	-8	3	0	4	1	-2.4	94	1
O=C(NCC(c1ccco1)N1CCc2ccccc2C1)c1cccc([N+](=O)[O-])c1 (centres undefined)	-4	0	3	-8	5	-4	0	-0.7	93	-4
CC1Cc2ccccc2N1C(=O)c1cc2sccc2n1Cc1ccc(F)cc1 (centres undefined)	2	-7	9	0	8	2	-2	0.7	94	1
Cn1c(CC(=O)NNC(=O)c2ccccc2[N+](=O)[O-])nc2ccccc21	4	0	-9	11	-1	-1	0	-0.6	97	1
COc1ccccc1N1CCN(C(=O)Cc2ccc(Cl)cc2)CC1	-1	-2	6	-6	19	-5	1	1.0	97	-4
Oc1cccc(NC(=S)Nc2ccc(SC(F)F)cc2)c1	7	-17	-2	-12	10	-4	0	3.9	105	-8
COc1ccc(C2Sc3nncn3N2Cc2ccc(C#N)cc2)cc1 (centres undefined)	-3	-8	8	-2	3	-5	-1	-0.3	100	-3
Cc1ccc(Cl)cc1N=C(N)N=C(N)N	-3	-10	-2	-5	2	8	0	1.3	90	-3
CCc1ccc(OCC(=O)NNC(=O)Cc2cccs2)cc1	4	10	-21	-7	14	-7	1	1.0	107	-8
COc1ccccc1-c1oc2ccccc2c1C#CC(C)(C)O	-3	-2	-12	4	2	-6	0	2.2	94	2
COC(=O)[C@H](Cc1ccccc1)NC(=O)N(C)Cc1ccccc1	1	0	8	-1	5	-5	1	1.2	95	3
CC1(c2ccc(Cl)cc2)NC(=O)N(CC(=O)Nc2cccnc2Cl)C1=O (centres undefined)	-7	5	0	0	19	-2	5	-1.7	98	-13
COC(=O)C1CCN(CC(=O)Nc2ccc(OC)c(Cl)c2)CC1	-2	3	-4	5	16	-4	0	0.1	89	-5
Cc1ccc(Cn2cc(CN3CC(N4CCCCC4)CS3(=O)=O)nn2)cc1 (centres undefined)	-5	/	/	2	/	-9	/	/	99	13
COc1ccc(-n2nc(C(=O)NCC(=O)Nc3cc(Cl)c(OC)cc3OC)c3ccccc3c2=O)cc1	8	23	-2	-5	8	-7	0	-1.8	105	1
Cc1ccsc1C=Nc1ccc(O)cc1	8	-6	11	-4	-11	/	9	-1.6	100	2

# (cont.)
molecule	HTR2A ag	H9c2 protect	PDI turbidity	ABHD5 PLIN5 PPI	MC4R antag cAMP	CaV13 ICDI inh	N-glyco inh	MC4R ag barr	ABCB6 inh MLPCN	Exocytosis inh
Cc1cccc(N2C(=NC(=O)c3ccccc3)SC3CS(=O)(=O)CC32)c1 (centres undefined)	-2	0	-6	2	7	/	-1	-2.5	106	0
Cc1onc(-c2ccccc2)c1C(=O)Nc1c(C)n(C)n(-c2ccccc2)c1=O	-1	12	4	-11	-4	/	2	-1.1	106	2
CCCNC(=O)Nc1ccc2c(c1)nc(C)n2C	3	-12	8	5	-6	-5	1	-2.2	90	-1
N/C(=N\OC(=O)c1ccco1)c1ccccc1	0	-10	-4	2	2	-5	-7	-1.5	99	1
COc1ccc(OC)c(N/C=C/C(=C(C#N)C#N)N(C)C)c1	4	10	2	3	13	-6	6	0.3	93	-2
O=C(Nc1cccnc1)c1ccc(COCC(F)(F)F)cc1	2	-5	-1	-2	-4	-9	-7	-1.9	102	3

# Bioassay records (PubChem BioAssay)
